Lipid storage S3 – qHTS Assay for Lipid Storage Modulators in Drosophila S3 Cells; Drosophila S3 cells, BODIPY lipid droplet fluorescence, 18-24 h; cells fed with added oleic acid; Potency in µM for hits, for the others lipid storage change, negative = inhibition, % at the top dose, mostly 46.1 µM; 320,000 compounds, 0.64% hits; AID 2685, 2010; active = well fitted inhibition curve with a large enough effect in the signal ratio, with a control signal flat, not every such curve was filed as active; inconclusive = small, poorly fitted or top-dose-only effect, or effect the other way, or a change in a side signal; the % refers to the signal ratio
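Drosophila S3 cells loaded with oleic acid (400 uM, as added) and compounds at several concentrations; lipid droplets imaged by 488-nm laser-scanning cytometry, 500–530 nm intensity and object ratio to cell channel. Percent activity normalized to 20 uM Triacsin C.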
Lipid storage S3 cell count max – second read-out of Lipid storage S3, no call of its own (marks repeat the call); cell number change, %; measured here: cell count max response;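 cells counted by Cell Tracker Red CMTPX staining in the red channel; peak over a dose series mostly up to 46.1 µM; percent activity relative to internal control wells on each plate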
Numbers without * were called inactive; i = inactive; ? = inconclusive; · = not tested or not shown. % is scaled to controls: 0 for no effect and ±100 for the full control effect; potency is read from the fitted curve at half-maximal effect. Only part of the results is shown; the hit share may differ from the screen's.

Each structure is followed by: Lipid storage S3 cell count max | Lipid storage S3
> CCOC(=O)N1CCC(NC(=O)CCc2c(C)nc3c(c(C)nn3C(C)(C)C)c2C)CC1
  · | ?
> CCCn1cc(S(=O)(=O)c2ccc(C)cc2)c(=O)c2cc(OC)c(OC)cc21
  · | ?
> COc1ccc(-n2cc(CNCC3CC(=O)N(C4CC4)C3)c(-c3ccccc3Cl)n2)cc1 (stereo unspecified)
  -0.9 | 27.5%
> COc1ccc(Br)cc1CNC(=O)CCC(=O)n1nc(C)c2ccccc21
  -11.3 | i
> CN(C)C(CNC(=O)C1CCN(S(=O)(=O)c2ccccc2)CC1)c1ccccc1 (stereo unspecified)
  3.2 | 4.7%
> CC1CCCCN1C(=O)Cc1ccc(Cl)cc1 (stereo unspecified)
  4.7 | 12.8%
> O=C(O)c1cccc(S(=O)(=O)N(Cc2ccccc2)c2cccc(C(F)(F)F)c2)c1
  · | ?
> COc1ccc(CCNC(=O)CCc2nc3ccccc3[nH]2)cc1OC
  · | ?
> CC(C)(C)NS(=O)(=O)c1ccc(CCC(=O)Nc2ccc3c(c2)OCO3)cc1
  · | i
> COc1ccccc1NC(=O)CCCc1c[nH]c2ccccc12
  · | ?

Carrying on:
Each structure is followed by: Lipid storage S3 cell count max | Lipid storage S3
> N/C(=N\N=C\c1ccc2c(c1)OCO2)SC1CC(=O)N(c2ccc(C(=O)O)cc2)C1=O (stereo unspecified)
  · | ?
> O=C(NCc1ccncc1)Nc1ccccc1Cl
  · | ?
> Cc1oc(-c2cc(F)ccc2F)nc1CN1CCN(c2ncnc3ccccc23)CC1
  10.1 | 14.0%
> Cc1ccc(-c2nc3ccccc3nc2Cl)cc1
  · | ?
> COC(=O)c1cn(NC(=O)C2CCC(C(C)(C)C)CC2)c(=O)c2ccccc12 (stereo unspecified)
  7.7 | -2.8%
> O=C(Nc1ccccc1)N(Cc1cccs1)C1CCCC1
  · | ?
> O=C(N/N=C/c1ccc(O)cc1)c1cccc(N/N=C/c2ccc(O)cc2)c1
  2.4 | -6.7%
> O=C(Cn1cncn1)NCc1cccc2ccccc12
  -12.1 | 5.3%
> N#Cc1cc2[nH]c3ccccc3c2[n+](-c2ccc([N+](=O)[O-])cc2)c1N
  9.2 | -0.6%
> CC(=O)c1cccc(NC(=S)N2CCc3ccccc32)c1
  · | i

The list goes on.
Each structure is followed by: Lipid storage S3 cell count max | Lipid storage S3
> CC(C)OC(=O)CN1C(=O)C(=O)c2ccccc21
  -26.1 | 4.6%
> COc1ccccc1-c1c(C(F)(F)F)oc2cc(OS(C)(=O)=O)ccc2c1=O
  · | ?
> CC(=O)Nc1ccc(S(=O)(=O)N[C@@H](C)C(=O)N2CCN(C/C=C/c3ccccc3)CC2)cc1
  · | ?
> COCCN(Cc1cc2cc3c(cc2n2nnnc12)OCO3)C(=O)c1ccccc1F
  · | ?
> CCc1ccc(NC(=O)C(=O)N/N=C(\C)CC(=O)NCc2ccc(Cl)cc2)cc1
  · | ?
> CC(C)(C)NC(=O)COC(=O)CNC(=O)c1cc(Cl)cc([N+](=O)[O-])c1
  8.0 | 0.1%
> O=C(NC(=S)N1CCN(c2ccc([N+](=O)[O-])cc2)CC1)c1ccccc1
  · | ?
> CCc1cccc(OCCCN2C(=O)NC(C)(C)C2=O)c1
  -6.5 | i
> O=C(NCCCn1ccnc1)c1ccccc1Br
  -20.6 | i
> COc1ccc(-c2cc3ccc(OC(C)C(=O)O)cc3oc2=O)cc1 (stereo unspecified)
  -11.9 | 18.2%

(more compounds)
Each structure is followed by: Lipid storage S3 cell count max | Lipid storage S3
> Cc1cc(C(=O)N/N=C/C=C/c2ccccc2)c(C)o1
  11.8 | 13.2%
> O=C1NCCCC1C(=O)NCCNC(=O)C(F)(F)F (stereo unspecified)
  · | ?
> OCCC1CN(C/C=C/c2ccco2)CCN1Cc1ccccc1 (stereo unspecified)
  · | ?
> COc1ccc(N2C(=O)c3cccc4c(N(C)CCO)ccc(c34)C2=O)cc1
  · | ?
> Cn1c(=O)c2c(nc(N3CCCCCC3)n2CC(=O)c2ccc(Br)cc2)n(C)c1=O
  · | i
> O=C(CSc1ccc(-c2ccc3c(c2)OCO3)nn1)Nc1nccs1
  · | ?
> COc1ccccc1OCC(=O)N/N=C1/C=C(C)CC1
  19.0 | 5.9%
> CCN(CC)C(=O)COc1ccc(N(C)S(=O)(=O)c2ccc(NC(C)=O)cc2)cc1
  · | ?
> Cc1ccc(S(=O)(=O)/N=C(\c2ccccc2)N(C)S(=O)(=O)c2ccccc2)cc1
  27.0 | -9.1%
> O=C(O)c1ccc(CS(=O)c2cccc(C(F)(F)F)c2)o1 (stereo unspecified)
  · | ?

(more compounds)
Each structure is followed by: Lipid storage S3 cell count max | Lipid storage S3
> CCCN(CCC)CCNC(=S)Nc1ccc2nc3n(c(=O)c2c1)CCCCC3
  · | i
> COc1ccccc1/C=C1\NC(=S)N(CC2CCCO2)C1=O (stereo unspecified)
  · | i
> CC(C)C(NC(=O)OCc1ccccc1)C(=O)O (stereo unspecified)
  -0.6 | 15.5%
> O=C(O)c1ccc(/C=N/NC(=O)c2ccc(NS(=O)(=O)c3cccs3)cc2)cc1
  17.4 | -1.8%
> COc1ccc(NC(=O)C2CCCN(S(=O)(=O)c3ccc(C)cc3)C2)cc1OC (stereo unspecified)
  1.7 | 0.1%
> N#Cc1ccccc1CSc1nc2ccsc2c(=O)n1Cc1ccccn1
  · | ?
> COc1ccc(OCCCC(=O)OC(C)C(=O)Nc2ccc(C)cc2)cc1 (stereo unspecified)
  · | ?
> Oc1c(Br)cc(Cl)cc1C=Nc1ccc(N2CCOCC2)cc1
  · | ?
> c1ccc(N=P(c2nc3ccccc3o2)(N2CCOCC2)N2CCOCC2)cc1
  · | i
> CC1CCN(S(=O)(=O)c2ccc(C(=O)N3CCN(c4ccccc4F)CC3)cc2)CC1
  · | ?

Further results:
Each structure is followed by: Lipid storage S3 cell count max | Lipid storage S3
> O=C(c1ccccc1F)N1CCN(Cc2nc3sc4c(c3c(=O)[nH]2)CCCC4)CC1
  · | ?
> Cc1c(NC(=O)c2cc(CC(C)C)on2)c(=O)n(-c2ccccc2)n1C
  -0.6 | -2.7%
> Cc1ccc(C)c(OCc2nnc(SCC(=O)NC(=O)NCc3ccco3)o2)c1
  -0.2 | 0.3%
> CCSc1nnc(-c2ccc(Cl)cc2)c2ccccc12
  2.4 | -25.4%
> CS(=O)(=O)c1ccc(C(=O)Nc2ccc(-c3nc4ccccc4[nH]3)cc2)cc1
  · | ?
> COc1ccccc1CCC(=O)N(C)CC(=O)Nc1ccc(Cl)c(C(F)(F)F)c1
  · | ?
> COCCn1c(C(C)C)nc2sc3ccccc3c(=O)c2c1=O
  · | ?
> Cc1cc(C)c(NC(=O)CN(C)C(C)C(=O)N2CCc3ccccc32)c(C)c1 (stereo unspecified)
  9.0 | 23.2%
> COc1ccc(CCNc2nc(C)cc(C)c2C#N)cc1OC
  · | 19.9%
> CC(OC(=O)c1nsc(Cl)c1Cl)C(=O)NCCc1ccccc1 (stereo unspecified)
  · | ?

(listing goes on)
Each structure is followed by: Lipid storage S3 cell count max | Lipid storage S3
> COc1ccc2[nH]cc(CCNC(=O)c3ccco3)c2c1
  · | ?
> CC(=O)c1cccc(NC(=O)COC(=O)c2ccccc2C)c1
  20.8 | i
> C=CCC(O)(CC=C)CNC(=O)C1CCC(=O)N(CCCc2ccccc2)C1 (stereo unspecified)
  · | ?
> CN(C)c1ccc(N=Nc2ccccc2C(=O)OCC(=O)N2CCCC2)cc1
  -11.9 | 12.7%
> O=c1cc(-c2ccc(C3CCCCC3)cc2)[nH][nH]1
  -7.5 | -4.8%
> Cc1cc(C)n2c(Nc3ccc4c(c3)OCCO4)c(-c3ccco3)nc2n1
  · | ?
> CC1(C)SC(=S)N(/N=C/c2cccnc2)C1N(O)C(=O)Nc1ccccc1 (stereo unspecified)
  · | -2.9%
> N#CCSc1nc2c(cc1C#N)CCCCCC2
  · | i
> Cc1ccc(NC(=O)c2ccccc2-c2ccccc2C(=O)O)cc1
  · | ?
> O=C(CCCc1ccccc1)Nc1ccc2c(c1)OCCO2
  13.4 | 15.3%

The list continues:
Each structure is followed by: Lipid storage S3 cell count max | Lipid storage S3
> COCCn1c(SCC(=O)Nc2sc(C)c(C)c2C#N)nnc1C(C)C
  5.0 | i
> CC1(C)C(=O)C2(CCCCC2)C(=O)OC1C(=O)c1ccccc1 (stereo unspecified)
  · | -14.2%
> Cn1ncc([N+](=O)[O-])c1C(=O)Nc1ccc(-c2ccccc2)cc1
  2.3 | 30.0%
> O=C(OCc1nnc(-c2ccccc2)o1)c1ccc(S(=O)(=O)NCc2ccco2)cc1
  · | i
> O=C(Nc1cc2c3c(c1)CC(=O)N3CCC2)C1CCCCC1
  · | ?
> CC(C)CCOc1ccc(C2(C)NC(=O)NC2=O)cc1 (stereo unspecified)
  · | ?
> Cc1n(N)c2ccccc2[n+]1CC(=O)c1ccccc1
  1.2 | -22.7%
> CCOc1ccc(N(CC(=O)NCC2CCCO2)C(=O)CCC(=O)Nc2ccccn2)cc1 (stereo unspecified)
  10.0 | 3.1%
> O=C(c1cccc(S(=O)(=O)N2CCCC2)c1)N1CCN(c2ccccc2F)CC1
  · | ?
> CC(C)(CNS(=O)(=O)c1ccc2c(c1)OCCO2)N1CCOCC1
  · | ?

Looked up by compound from above, 4 records:
Each structure is followed by: Lipid storage S3 cell count max | Lipid storage S3
> O=C(OCc1nnc(-c2ccccc2)o1)c1ccc(S(=O)(=O)NCc2ccco2)cc1
  · | i
> CC1(C)C(=O)C2(CCCCC2)C(=O)OC1C(=O)c1ccccc1 (stereo unspecified)
  · | -14.2%
> Cc1n(N)c2ccccc2[n+]1CC(=O)c1ccccc1
  1.2 | -22.7%
> O=C(c1cccc(S(=O)(=O)N2CCCC2)c1)N1CCN(c2ccccc2F)CC1
  · | ?

(cont.)
Each structure is followed by: Lipid storage S3 cell count max | Lipid storage S3
> CC(=O)Nc1ccc(C(=O)Nc2cc(C(F)(F)F)ccc2-n2cnc3ccccc32)cc1
  · | 14.9%
> COc1ccc(/C=N/NC(=O)c2ccccc2O)cc1CN1CCOCC1
  · | ?
> CCOC(=O)c1c(C)[nH]c(C(=O)OCC(=O)NC2(C#N)CCCCC2)c1C
  · | ?
> Cc1ccc(-c2csc(Cc3nc(-c4cc5ccccc5oc4=O)cs3)n2)cc1
  · | ?
> COc1ccc(-n2nc(C(=O)NCC(=O)NCCCN3CCC(C)CC3)c3ccccc3c2=O)cc1Cl
  · | ?
> CCOc1ccc(N2CC(C(=O)Nc3cc(OCC)c(N4CCOCC4)cc3OCC)CC2=O)cc1 (stereo unspecified)
  · | ?
> COc1cc(C(=O)NCCCC2CCCC2)ccc1OC1CCN(C(C)=O)CC1
  · | ?
> C=CCSc1nc(N(CC)CC)c2sccc2n1
  -12.9 | 1.0%
> O=C(N/N=C\c1c(O)ccc2ccccc12)c1ccc(O)cc1
  · | ?
> COc1cnn(-c2cccc(C)c2)c(=O)c1Cl
  · | ?

(next part)
Each structure is followed by: Lipid storage S3 cell count max | Lipid storage S3
> CN1CCN(C(CNC(=O)Nc2ccc(Cl)cc2)c2ccc(F)cc2)CC1 (stereo unspecified)
  · | i
> CCn1nc(C)c(/C=N/NC(=S)Nc2ccc(Cl)cc2Cl)c1C
  · | ?
> CCOCCn1[nH]c2ccccc2c1=O
  · | ?
> CN1C(C(=O)Nc2cccc(O)c2)=CC(c2ccco2)=NS1(=O)=O
  · | ?
> Cc1nc2ncccn2c1-c1csc(Nc2ccc(S(N)(=O)=O)cc2)n1
  0.3 | 13.4%
> C/C(CCc1ccc2c(c1)OCO2)=N\NC(=O)c1ccc(C)cc1C
  · | ?
> COc1ccc(C(=O)N2CCN(C)C(C)C2)cc1OC1CCN(C(C)=O)CC1 (stereo unspecified)
  · | ?
> COc1ccc(CNC(=S)Nc2ccccc2-c2ccccc2)cc1
  · | 1.9%
> CN1C(=O)C(CC(=O)N2CCN(C(c3ccccc3)c3ccccc3)CC2)N(C)C1=O (stereo unspecified)
  · | ?
> Cc1cc(S(=O)(=O)N(Cc2ccccn2)Cc2ccco2)ccc1-n1cnnn1
  · | ?

The list continues:
Each structure is followed by: Lipid storage S3 cell count max | Lipid storage S3
> COCC(=O)N(Cc1cc2cc(OC)ccc2[nH]c1=O)c1ccc(C)cc1
  · | ?
> COC(=O)Cc1c(O)ccn(Cc2cccc(C(F)(F)F)c2)c1=O
  · | ?
> COc1ccc(/C(C)=N/NC(=O)CNC(=O)C2COc3ccccc3O2)c(OC)c1 (stereo unspecified)
  -25.3 | -27.2%
> CCOc1ccc2nc(SC(C)C(N)=O)[nH]c2c1 (stereo unspecified)
  · | ?
> CCn1c2ccc(C)cc2c2nnc(SCCN3CCCCC3)nc21
  22.7 | 24.0%
> Cc1ccc2c(c1)N(Cc1cccc(Cl)c1)C(=O)c1cccnc1O2
  · | 14.8%
> COc1cc(C2/C(=C(/O)c3ccc(OCC(C)C)cc3)C(=O)C(=O)N2CCN(C)C)ccc1O (stereo unspecified)
  · | ?
> NC(=S)NC1CC2C=CC1C2 (stereo unspecified)
  2.4 | -8.8%
> CCNc1ccc2c(Cl)cc(=O)oc2c1
  · | ?
> CCN(CC)S(=O)(=O)c1ccc(Cl)c(NC(=O)c2ccccc2C)c1
  · | ?
> O=C(COC(=O)c1cc[n+]([O-])cc1)Nc1cc([N+](=O)[O-])ccc1Cl
  · | ?
> COc1ccc(F)c(CN2CCC(n3nccc3NC(=O)CCCc3ccccc3)CC2)c1
  · | ?
> CCOC(=O)[C@H]1[C@H]2COc3ccc(C)cc3[C@@H]2N2C(=O)c3cc(Cl)ccc3NC(=O)[C@@]12C
  · | ?
